PfHsp40 yeast = rescue of yeast from PfHsp40 toxicity, primary screen, S. cerevisiae, ATP luminescence. AID 504582, 2011. S. cerevisiae expressing PfHsp40, growth rescue. hit rate 0.68% among 340,000. growth rescue, % at 12.5 µM; in the data active = growth rescue above about 28%, passing the limit was not always enough;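 note: yeast W303a lacking pdr1 and pdr3 grown in galactose medium; growth measured after three days at 30 °C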
Yp Topo-I inh = Yersinia pestis topoisomerase I inhibitors, primary screen, biochemical, cleavage product accumulation, plate reader, single point; activity, % at 10 µM; hit rate 0.064% among 360,000; AID 504884, 2011; DNA topoisomerase I (Yersinia pestis CO92); Y. pestis Topo-I cleavage product accumulation; in the data active = activity above about 50%, passing the limit was not always enough; note: inactives centre near 2
Mtb BioA inh = M. tuberculosis BioA enzyme inhibitors, primary screen, biochemical, plate reader, single point, HTS; 7,8-diaminopelargonic acid synthase BioA (Mycobacterium tuberculosis); purified M. tuberculosis BioA enzyme; inhibition, % at 9.99 µM; hit rate 0.096% among 360,000; AID 602481, 2012; in the data active = inhibition above about 40%
FadD28 binding = inhibitors of FadD28 bisubstrate probe binding, primary screen, biochemical, fluorescence polarization, single point; hit rate 0.22% among 360,000; inhibition, % at 12.5 µM; in the data active = inhibition above about 8.5%, passing the limit was not always enough
GDH-TPI counter = GDH-TPI coupling enzyme inhibitors, primary screen, artefact control for M. tuberculosis FBA inhibitor project, biochemical, absorbance, full deck. GDH-TPI coupled enzyme counterscreen, NADH absorbance. hit rate 1.2% among 360,000. AID 588335, 2011. inhibition, % at 4.8 µM; in the data active = inhibition above about 30%;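 note: 0% = DMSO wells and 100% = wells lacking the enzyme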
Vc quorum ag = inducers of Vibrio cholerae quorum light production without autoinducers, primary screen, BH1578 luxS cqsA deficient, single point; activation, % at 18.7 µM; V. cholerae BH1578 lux reporter, luminescence, 6 h; AID 588436, 2011; hit rate 0.16% among 350,000; in the data active = activation mostly above about 9.7%, no sharp cut-off; note: not every result past the cut was called active; inactives centre near 0; reference of the scale not given here
Mtb UGM inh = M. tuberculosis UGM enzyme inhibitors, primary screen, biochemical, fluorescence polarization, single point | purified UGM, fluorescence polarization probe displacement | inhibition, % at 10 µM | hit rate 0.06% among 320,000; in the data active = inhibition above about 10%, passing the limit was not always enough
Target sequence (P9WIQ1 whole entry, looked up): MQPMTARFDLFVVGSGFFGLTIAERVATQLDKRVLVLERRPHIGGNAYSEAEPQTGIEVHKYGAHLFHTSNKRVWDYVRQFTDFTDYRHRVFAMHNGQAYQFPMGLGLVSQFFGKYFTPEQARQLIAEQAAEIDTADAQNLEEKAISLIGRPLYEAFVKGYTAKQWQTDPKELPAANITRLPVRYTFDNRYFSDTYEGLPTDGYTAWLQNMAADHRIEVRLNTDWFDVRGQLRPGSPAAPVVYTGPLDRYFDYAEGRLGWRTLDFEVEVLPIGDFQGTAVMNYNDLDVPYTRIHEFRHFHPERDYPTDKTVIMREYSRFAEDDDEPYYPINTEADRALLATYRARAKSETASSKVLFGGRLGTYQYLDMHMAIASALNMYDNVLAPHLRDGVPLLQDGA
FBA Mtb inh = Mtb FBA enzyme inhibitors, primary screen, biochemical, fluorescence, strain H37Rv; Fructose-bisphosphate aldolase (Mycobacterium tuberculosis (strain ATCC 25618 / H37Rv)), …; purified M. tuberculosis FBA, fluorescence read-out; inhibition, % at 1 µM; hit rate 2.3% among 360,000; in the data active = inhibition above about 27%;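 note: 0% = vehicle and 100% = reference inhibitor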
Target sequence (P9WQA3 whole entry, looked up): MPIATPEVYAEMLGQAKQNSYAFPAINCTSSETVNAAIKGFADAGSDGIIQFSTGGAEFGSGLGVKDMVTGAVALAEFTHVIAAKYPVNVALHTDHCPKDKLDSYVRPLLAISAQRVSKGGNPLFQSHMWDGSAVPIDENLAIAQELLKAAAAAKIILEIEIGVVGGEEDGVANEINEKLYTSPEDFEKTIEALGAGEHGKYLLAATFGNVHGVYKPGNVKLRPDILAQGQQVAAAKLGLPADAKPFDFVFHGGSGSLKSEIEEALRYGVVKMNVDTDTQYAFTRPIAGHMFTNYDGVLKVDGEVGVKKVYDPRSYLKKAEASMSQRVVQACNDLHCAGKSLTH
TcdB inh = TcdB glycohydrolase inhibitors, primary screen, biochemical, single point, plate reader | Toxin B (Clostridioides difficile), P18177 | TcdB glycohydrolase enzymatic assay | inhibition, % at 9.99 µM | hit rate 0.24% among 350,000 | AID 652162, 2013; in the data active = inhibition above about 10%
Numbers without * were called inactive; i = inactive; x = no result given; & = joins results of further samples. Rows are unselected, and some 4.6% of all compounds hit somewhere here.

SMILES	PfHsp40 yeast	Yp Topo-I inh	Mtb BioA inh	FadD28 binding	GDH-TPI counter	Vc quorum ag	Mtb UGM inh	FBA Mtb inh	TcdB inh
CCOC(=O)C1C(c2cccc(Cl)c2Cl)NC(=O)NC1(O)C(F)(F)F (stereo unspecified)	-0.4	3	0.6	0.0	3	0.2	3.0	-1	x
Cc1ccc(NC(=O)CNCc2ccc(Cl)cc2Cl)cc1S(=O)(=O)N(C)C	0.3	16	2.9	x	-6	-0.3	1.8	2	-0.1
COCCNC(=O)C1CC(=O)N(c2ccc(F)c(Cl)c2)C1 (stereo unspecified)	0.1	7	-0.6	0.1	9	-0.2	x	1	0.9
Cc1noc(NC(=O)c2ccccc2)c1C#N	-1.4	3	0.7	-0.7	-5	0.9	5.2	11	x
COc1ccccc1NC(=O)C(C)N1C(=O)c2ccccc2C1=O (stereo unspecified)	1.1	2	1.2	-0.6	-2	-0.3	1.8	0	1.2
COc1ccccc1N1CCN(C(=O)CCc2ccc(S(=O)(=O)NCC(C)C)cc2)CC1	-0.5	6	-1.2	-1.6	9	i	6.1	-4	x
CC(=O)Nc1ccc(S(=O)(=O)Nc2ccc(S(=O)(=O)N3CCCC3)cc2)cc1	1.1	-8	0.1	-1.9	12	i	3.9	-1	-0.1
O=S(=O)(O)c1ccc(N=NNc2ccc(Br)cc2)cc1	1.4	5	0.1	3.5	18	i	2.7	1	0.2
O=C(CC1c2ccccc2Oc2ccccc21)NCc1ccco1	-0.1	15	-0.9	-2.1	10	-7.1	0.4	-1	x
Cn1nnc(NC(=O)c2ccc(Br)o2)n1	-1.6	4	-0.1	-0.3	11	i	-0.5	0	0.6
C[C@H](CO)N1C[C@H](C)[C@@H](CN(C)CC2CCCCC2)Oc2ccc(NC(=O)Cn3cnnn3)cc2C1=O	-0.9	-9	-0.7&-4.2	-0.1	4	i	-0.6	5	-0.1&-0.1
COc1ccc([C@@H]2CC=C(C(=O)O)[C@H](c3ccc(F)cc3)N2S(=O)(=O)c2ccc(Cl)cc2)cc1	2.8	13	1.7	0.4	0	i	0.7	1	-1.3

Filtered by structure: the entries above with an aryl methoxy group
SMILES	PfHsp40 yeast	Yp Topo-I inh	Mtb BioA inh	FadD28 binding	GDH-TPI counter	Vc quorum ag	Mtb UGM inh	FBA Mtb inh	TcdB inh
COc1ccccc1NC(=O)C(C)N1C(=O)c2ccccc2C1=O (stereo unspecified)	1.1	2	1.2	-0.6	-2	-0.3	1.8	0	1.2
COc1ccccc1N1CCN(C(=O)CCc2ccc(S(=O)(=O)NCC(C)C)cc2)CC1	-0.5	6	-1.2	-1.6	9	i	6.1	-4	x
COc1ccc([C@@H]2CC=C(C(=O)O)[C@H](c3ccc(F)cc3)N2S(=O)(=O)c2ccc(Cl)cc2)cc1	2.8	13	1.7	0.4	0	i	0.7	1	-1.3

Single values from above.
Reading for `COc1ccccc1NC(=O)C(C)N1C(=O)c2ccccc2C1=O` (stereo unspecified) in Mtb BioA inh: 1.2
Reading for `COc1ccccc1N1CCN(C(=O)CCc2ccc(S(=O)(=O)NCC(C)C)cc2)CC1` in FadD28 binding: -1.6
Reading for `C[C@H](CO)N1C[C@H](C)[C@@H](CN(C)CC2CCCCC2)Oc2ccc(NC(=O)Cn3cnnn3)cc2C1=O` in Mtb BioA inh: -0.7&-4.2
Reading for `CCOC(=O)C1C(c2cccc(Cl)c2Cl)NC(=O)NC1(O)C(F)(F)F` (stereo unspecified) in PfHsp40 yeast: -0.4

(further entries)
SMILES	PfHsp40 yeast	Yp Topo-I inh	Mtb BioA inh	FadD28 binding	GDH-TPI counter	Vc quorum ag	Mtb UGM inh	FBA Mtb inh	TcdB inh
CC(=O)O/N=C/c1c(N2CCOCC2)n(C)c2ccccc12	-0.9	-1	-0.9	-0.5	18	i	-0.3	0	x
CC1(C(=O)NC2CCCCCC2)CCC(=O)N1Cc1ccc2c(c1)OCO2 (stereo unspecified)	1.4	-4	-0.3	-0.5	8	i	0.7	0	x
COc1ccc(OC)c(-c2cc(C(=O)N/N=C(\C)c3cccnc3)c3ccccc3n2)c1	0.9	-4	-1.0	-4.1	9	i	3.4	-2	2.0
Nc1nc(-c2ccccn2)nc(N)c1Cc1c(F)cccc1Cl	-0.1	-2	x	-1.5	-7	-1.0	3.1	3	1.7
COc1ccc(Cc2nc3ccc(C(=O)NC(C)Cc4ncccc4C)cc3o2)cc1OC (stereo unspecified)	0.1	6	-0.4	x	2	-0.1	0.1	-1	-15
CC(=O)Oc1ccccc1C(=O)OCCN=C1NS(=O)(=O)c2ccccc21	1.4	-2	2.1	-0.8	-2	i	0.2	-3	1.7
COc1ccc(N2CCN(C(=O)c3sc4ncn(CC(=O)N5CCCCC5)c(=O)c4c3C)CC2)cc1	-0.8	23	-0.4	-1.6	-6	-0.4	-1.1	-2	2.0
CCCn1c(=S)[nH]c2cc(C(=O)N3CCc4ccccc43)ccc2c1=O	2.3	24	0.8	-3.2	12	-0.2	-1.7	0	x
COc1ccc(OC)c(C2=NOC(C(=O)Nc3ccc4c(c3)OCCO4)C2)c1 (stereo unspecified)	0.2	0	-1.0	-0.4	4	i	-0.4	9	1.4
Cc1cc(C(=O)NNC(=O)c2ccc(Cl)cc2)c2ccccc2n1	65*	2	0.3	-0.1	5	25*	-0.2	0	0.0
Cc1cc(N(C)C)c(C#N)c(N2CCCCC2)n1	-0.3	12	1.2	-4.3	4	i	-0.9	3	x
O=C(NCCN1CCCC1)c1ccc(Br)cc1	0.3	2	4.8	-3.0	4	i	0.1	1	-1.2
CCC(=O)N/N=C/c1ccc(-c2ccc(Cl)cc2)o1	-0.2	1	x	-2.3	23	0.3	0.1	3	3.9
CCN1C(=O)CC(c2cccnc2)=Nc2ccccc21	0.8	0	x	-3.1	6	-0.3	0.3	0	1.5
COc1ccc(CC(=O)Nc2cccc(-c3nnc(-c4ccco4)o3)c2)cc1	-1.3	0	-1.8	-4.1	5	i	-2.1	8	x
CCCC(O)(CCC)C(=O)NN(C(=O)OC)c1ccccc1	2.7	6	-0.6	-0.5	1	-0.2	3.7	-2	x
CC1CCCC/C1=N\NC(=S)NCCc1ccccc1 (stereo unspecified)	0.5	17	x	-5.2	-9	i	4.2	-3	0.8
CC(=O)N1CC=CC1(C)C(=O)NCc1cc(F)cc(C(F)(F)F)c1 (stereo unspecified)	-0.9	-2	-2.9	-0.5	5	-0.3	3.3	1	-0.2
CN(CCc1ccccn1)c1ncnc2[nH]ncc12	-1.1	-5	0.4	-3.3	-6	-8.3	2.3	3	x
CCn1c(CNC(=O)COc2ccc(C(C)C)cc2)nnc1SCC(=O)NC1CCCCC1C (stereo unspecified)	-0.2	22	-6.7	-0.1	3	i	4.6	-1	x
CC12CCC(C(=O)OC3CCCCC3)(OC1=O)C2(C)C (stereo unspecified)	-0.9	1	-1.1	0.8	1	-0.2	2.2	3	-1.1
COc1ccc(C(=O)NCCSCc2ccccc2)cc1OC	-0.2	4	8.6	-1.0	7	-0.4	3.7	1	0.3
CC(=O)Nc1ccc(NC(=O)CC2Nc3cccc4cccc(c34)NC2=O)cc1 (stereo unspecified)	-1.7	-18	x	4.9	13	i	0.8	2	x
Cc1cc2c(cc1S(=O)(=O)CCC(=O)Nc1cccc(C(F)(F)F)c1)OCC(=O)N2	-1.0	2	4.3	-0.6	6	-0.4	0.7	1	0.6
CN(C)CCCC1Sc2ccccc2Sc2ccccc21 (stereo unspecified)	0.5	-1	x	-5.8	0	-0.8	-0.4	4	3.3
COc1ccc(CC(=O)NNS(=O)(=O)c2ccc(F)cc2)cc1OC	0.2	-4	-1.9	-0.4	8	-0.6	1.7	3	0.9
CNC1(C(N)=O)CCNCC1	-0.1	10	-2.3	-0.9	-1	-1.0	1.6	1	0.0
CC(C)S(=O)(=O)N1CCCC(C(=O)c2cccc(Cl)c2)C1 (stereo unspecified)	1.0	3	x	-1.0	-2	-0.3	0.0	-1	0.7
NC(N)=NS(=O)(=O)c1ccc(NC(=S)NC(=O)/C=C/c2cccs2)cc1	-0.7	5	x	-2.4	16	0.4	1.2	-1	1.3
COc1ccc(S(=O)(=O)NCc2c(-c3ccccc3)noc2C)c(OC)c1	0.0	-2	-2.2	-3.5	-11	-0.4	-2.6	0	-5.1
CCC(C(=O)NNC(=O)c1cnccn1)c1ccccc1 (stereo unspecified)	-0.8	-1	0.2	-4.2	4	-0.7	-2.0	-1	-2.0
O=C(Cc1cccs1)N1CCN=C1SCc1ccc(F)cc1	-0.4	9	x	-4.5	-17	0.1	-2.6	-8	1.6
O=C(CCSc1ccccc1Cl)Nc1cccc([N+](=O)[O-])c1	0.7	-20	x	-3.9	8	i	-2.7	-6	-3.9
CC(Sc1nc(N)cc(=O)[nH]1)C(=O)NCC(=O)Nc1ccc(F)c(F)c1F (stereo unspecified)	0.6	3	-2.3	-1.1	7	-0.6	-0.4	1	11*
Nc1c(Cl)cc(N=Nc2ccccc2)cc1Cl	-0.4	4	-0.4	-4.7	10	-3.3	x	-7	0.6
CCOC(=O)Nc1ccc(S(=O)(=O)N2CCOCC2)cc1	-0.9	-3	-6.0	1.1	1	-0.4	-0.4	2	x
CCCCNCc1cc2ccccc2o1	-1.0	-2	-1.3	-0.8	15	-0.1	-1.7	2	0.7
COc1cc(C(C)=O)ccc1COc1ccc(C(=O)OCC(=O)NC2CCS(=O)(=O)C2)cc1OC (stereo unspecified)	-0.5	0	-2.4	-1.7	4	i	0.5	0	x
Cc1ccc(S(=O)(=O)N2CC3(C)CN(S(=O)(=O)c4ccc(C)cc4)CC(C)(C2)C3=O)cc1	-0.7	-1	-1.7	0.3	-3	-0.3	2.3	0	x
Nc1nc(SCC(=O)Nc2c(Br)cc([N+](=O)[O-])cc2Br)n[nH]1	0.4	-4	2.4	-1.2	2	-0.6	3.3	-3	1.0
Cc1ccc(C(=O)N(CN2CCCC2=O)c2ccc(F)cc2)cc1	-0.6	-11	-0.6	-3.0	17	-1.8	-1.8	0	x
Nc1ccc(C(=O)N2N=C(c3ccccc3)CC2(O)C(F)(F)F)cc1 (stereo unspecified)	0.2	-2	0.3	-3.6	-6	0.6	-0.7	-5	0.7
C#CCNC(=O)C1=C[C@@H](C)[C@H](CCCO)[C@@H](OCC)O1	-1.5	-2	-1.0	-1.3	5	i	-0.9	1	0.2&-0.8
O=C1CN(C(=O)c2cc([N+](=O)[O-])ccc2Cl)C(c2ccccc2)c2cc(F)ccc2N1 (stereo unspecified)	1.0	-3	x	-2.7	7	-0.4	1.6	2	x
CCc1ccc2[nH]c(=O)c(CN(CCCO)C(=O)NCc3ccccc3)cc2c1	1.2	7	0.1	-2.3	15	-0.3	3.2	5	x
O=C(CSc1nnc(-c2ccccc2)o1)OCc1ccccc1	1.2	16	0.0	-0.5	-3	-0.6	-2.0	-1	x
CC(O)[C@H](NC(=O)C1CCN(C(=O)[C@H](Cc2ccccc2)NC(=O)OC(C)(C)C)CC1)C(=O)O (stereo partly specified)	0.6	-1	-3.3	-0.8	-6	i	2.4	2	0.4
CC(C)(C)S(=O)N1Cc2cc(C(=O)N3CCc4ccccc4C3)nc(-c3cccc(-c4ccncc4)c3)c2[C@H]1CCO (stereo partly specified)	x	x	0.7	-2.9	x	x	x	3	0.3
Cc1cccc(-n2cc(CN3CCN(C(=O)c4ncn[nH]4)CC3)c(-c3cccc(F)c3)n2)c1	-1.3	-3	x	0.8	5	i	-0.1	-3	1.1
CCCOc1ccc(-c2nnn(CC(=O)c3c[nH]c4ccccc34)n2)cc1	-2.0	-5	-3.3	-0.5	17	2.1	0.1	-1	x
O=C(CCS(=O)(=O)c1cccc2nsnc12)NC1CCCCCC1	1.4	10	-1.1	-0.5	7	i	-1.2	-1	x
Cc1c(N2C(=O)c3ccccc3C2(O)c2ccccc2)c(=O)n(-c2ccccc2)n1C (stereo unspecified)	-1.5	3	-0.2	-1.5	4	-0.4	2.6	6	-0.2

Screening data from PubChem BioAssay.
